# Screening data (PubChem)
# PMI inhibition = MPI inhibition at elevated mannose 6-phosphate – biochemical, fluorescence intensity, high mannose 6-phosphate, primary screen (AID 1220); recombinant PMI enzyme, coupled fluorescence intensity; higher % means a stronger effect; one-dose inhibition, % at 20 µM; IC50 in µM for titrated hits; hit rate 0.66% among 190,000; in the data active means inhibition above about 50%
# Siah-1 displacement = Siah-1 peptide-binding antagonists, primary screen, biochemical, fluorescence polarization, rhodamine-plectin, uHTS (AID 1817); hit rate 0.02% among 290,000; Siah-1 / rhodamine-plectin peptide fluorescence polarization; higher % means a stronger effect; displacement, % at 20 µM; hits with a dose series show IC50 in µM;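 active means displacement of at least 50% at 20 µM, with a fluorescence ratio check between 0.3 and a set limit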;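 further: plate controls were Siah plus tracer with DMSO for no effect and tracer alone without Siah for full effect; strong numbers were not always called active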
# XIAP displacement = XIAP antagonists, biochemical, IAP family, fluorescence polarization (AID 1018) | XIAP BIR domain, fluorescence polarization peptide displacement; higher % means a stronger effect | one-dose displacement, % at 20 µM; IC50 in µM for titrated hits | hit rate 0.007% among 200,000; in the data active means displacement above about 50%; further: a part of the inactive calls stands beside numbers as strong as those of hits
# West Nile virus CPE = inhibition of WNV-induced cytopathic effect – cell-based, CPE readout (AID 1621); West Nile virus-infected cells, CPE inhibition; higher % means a stronger effect; CPE inhibition, % at 10 µM; hits with a dose series show IC50 in µM; hit rate 0.02% among 290,000; in the data active means a potency from the dose series; inconclusive means CPE inhibition mostly from about 3.7% at the one dose, without a potency; inactive means the rest, 99 in 100 with CPE inhibition below about 2.2%; further: strong numbers were not always called active
# PhoP inhibition = inhibitors of PhoP regulon expression, primary screen, Salmonella Typhimurium, GFP reporter (AID 1863) | S. Typhimurium PhoP-regulated promoter GFP reporter, 4 h; higher % means a stronger effect | one-dose inhibition, % at 50 µM; IC50 in µM for titrated hits | hit rate 0.16% among 300,000;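 active means inhibition over 29.93%, a cutoff 3 SD above the screen mean, later confirmed by dose response; inconclusive means inhibition over 29.93% but no dose response follow-up; inactive means inhibition at most 29.93% or unconfirmed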;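 further: 0% = low Mg2+ inducing control and 100% = high Mg2+ repressing control; strong numbers were not always called active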
# M1AAP inhibition = P. falciparum M1AAP inhibitors, biochemical, fluorogenic H-Leu-NHMec substrate, 1536-well (AID 1445); one-dose inhibition, % at 30 µM; IC50 in µM for titrated hits; recombinant M1AAP, H-Leu-NHMec fluorogenic kinetic assay; higher % means a stronger effect; hit rate 0.42% among 220,000;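 active means primary inhibition above the hit cutoff, then over 50% inhibition at one or more dose response concentrations, cut at about 23% in these data, passing the limit was not always enough; inconclusive means conflicting primary data, or primary hits not chosen for dose response; inactive means low primary inhibition, or under 50% at every dose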;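 further: plate controls were DMSO full reaction for no effect and no enzyme background for full effect; strong numbers were not always called active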
# CSM14.1 death rescue = rescue of cells from ER stress-induced death, primary screen, 384-well, CSM14.1, thapsigargin, ATP luminescence (AID 1222); 190,000 tested, under 10 active; cellular ATP content (survival), % at 20 µM; hits with a dose series show EC50 in µM; CSM14.1 thapsigargin-induced death rescue, ATP luminescence; higher % means a stronger effect;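 active means EC50 below 50 µM in the dose-response confirmation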;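 further: death triggered by thapsigargin at about 15 µM added after 2 h compound pretreatment; cell ATP read after overnight thapsigargin exposure of roughly 18 to 22 hours; normalized against plate controls of thapsigargin alone and 5% DMSO vehicle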
# P. falciparum M17LAP = P. falciparum M17LAP inhibitors, primary screen, biochemical, fluorogenic H-Leu-NHMec substrate, 1536-well (AID 1619). recombinant M17LAP, H-Leu-NHMec fluorogenic kinetic assay; higher % means a stronger effect. hit rate 0.38% among 220,000. inhibition, % at 30 µM, or IC50 in µM where a hit was titrated;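 active means compound inhibiting the enzyme by more than half at any dose during confirmatory dose-response retesting; inconclusive means strong single-dose inhibitors picked by rank but not retested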;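 further: plate controls were full reaction with DMSO carrier for no effect and no enzyme background for full effect; strong numbers were not always called active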
# Yfh1-off respiration = enhancers of respiration in Yfh1-depleted yeast, dose response, Friedreich's ataxia, plus single-dose screen (AID 1465); S. cerevisiae Yfh1-off respiration, WST-1 reduction, 72 h; higher fold induction means a stronger effect; fold induction at 50 µM, or EC50 in µM where a hit was titrated; hit rate 0.074% among 220,000;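 active means fold induction of absorbance versus untreated yeast above a set limit, then at least 30% activation at any dose in follow-up; inconclusive means repeats straddling the limit, or above it without dose testing; inactive means fold induction below the set limit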;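 further: activators that raise dye reduction in frataxin-depleted yeast; strong numbers were not always called active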
# * hit, by the source's call; i = inactive; u = inconclusive; x = no result given.
SMILES,PMI inhibition,Siah-1 displacement,XIAP displacement,West Nile virus CPE,PhoP inhibition,M1AAP inhibition,CSM14.1 death rescue,P. falciparum M17LAP,Yfh1-off respiration
CCCCc1nc(SCC(=O)Nc2cc(C)on2)n[nH]1,-8%,2%,-2.6%,1.4%,11%,8%,1.1%,20%,i
O=C(CN1C(=O)c2ccccc2C1=O)OCC(=O)N1CCc2ccccc2C1,-3%,4%,-4.1%,0.2%,2%,-1%,-0.8%,10%,i
O=C(Nc1ccc(N2CCN(C(=O)c3ccco3)CC2)c(Cl)c1)c1cccs1,14%,-2%,-3.8%,1.3%,-11%,9%,x,0%,i
Cc1ccc(N=Cc2cc(Cl)cc(Cl)c2O)nc1,59%*,1%,-8.7%,-0.1%,5%,6%,3.5%,22%,i
O=C(CC1NCCc2ccccc21)Nc1ccccc1 (stereo unspecified),8%,0%,-4.1%,-0.4%,6%,5%,-0.7%,-11%,i
CCOC(=O)N1CCN(CCC(=O)c2ccc(OC)cc2)CC1,18%,-7%,-5.5%,-0.6%,19%,3%,-1.0%,2%,i
COc1ccc(NC(=O)CSC2=NCCN2)cc1,3%,0%,-3.7%,0.1%,-1%,-2%,x,-2%,i
Cn1nnc(C(O)CNCc2ccc(Cl)cc2)n1 (stereo unspecified),-27%,-3%,-0.1%,-0.3%,-5%,8%,0.2%,4%,i
Cc1nn(Cc2ccccc2Cl)c(C)c1C(=O)NCCN1C(=O)S/C(=C\c2ccccc2)C1=O,-3%,-7%,-4.0%,-0.6%,-15%,10%,7.3%,1%,i
Cc1ncc(C[n+]2csc(CCOC(=O)CC34CC5CC(CC(C5)C3)C4)c2C)c(N)n1,-10%,17%,-1.8%,-0.2%,4%,2%,-1.8%,-16%,i
CSc1nc(N)nc(SCC(=O)C(C)(C)C)c1C#N,2%,-5%,-6.7%,0.5%,1%,4%,-1.5%,3%,i
Cc1sc2nc(C(C)C)nc(SCC(=O)N3CCN(C(=O)c4ccco4)CC3)c2c1C,10%,5%,0.0%,-0.1%,0%,19%,3.5%,7%,i
COc1ccc(C(=O)c2cnc3ccccc3c2-c2ccccc2)cc1,-3%,0%,-1.2%,0.4%,5%,-2%,-0.8%,5%,i
COc1ccc(/C=N/NC(=O)c2c(-c3ccccc3)noc2C)cc1,-18%,-2%,-8.3%,-0.3%,-10%,7%,-4.6%,12%,i
CCOC(=O)c1sc2nc(C)n(N)c(=O)c2c1C,7%,4%,-2.8%,0.5%,3%,-9%,1.0%,3%,i
CCOC(=O)N1CCN(C(=O)c2oc3ccc(S(=O)(=O)N4CC(C)CC(C)C4)cc3c2C)CC1 (stereo unspecified),9%,7%,-5.9%,-1.5%,-4%,0%,0.2%,4%,i
O=C(CSc1nnc2ccccn12)NCc1cccs1,-13%,-5%,-8.2%,0.3%,0%,2%,-0.2%,-1%,i
CCn1c(=O)cc(N2CCC3(CC2)OCCO3)[nH]c1=O,16%,1%,-2.9%,0.4%,-10%,14%,0.3%,5%,i
CC(C)c1nc(CN2CCCCC2)cc(=O)[nH]1,10%,2%,0.5%,0.2%,-3%,-1%,0.2%,-1%,i
COc1cccc(C2=Nc3cccc4cccc(c34)N2)c1,-64%,-12%,-8.3%,-0.4%,21%,7%,0.6%,13%,i
COc1ccccc1OCCC(=O)OCC(=O)Nc1ccc(S(=O)(=O)N2CCOCC2)cc1,-5%,1%,-2.4%,0.3%,7%,-3%,-1.2%,7%,i
CCC(C)n1[nH]c(=O)cc1N (stereo unspecified),3%,-1%,-1.8%,0.1%,6%,1%,0.4%,2%,i
Cc1nn(C)c(C)c1NC(=O)CSc1nnc(C)n1-c1ccccc1,6%,4%,-1.9%,0.0%,-6%,-4%,0.0%,-6%,i
COc1ccc(CC2C(=O)OC(C)(C)OC2=O)cc1,5%,7%,-3.3%,0.1%,-8%,-6%,-3.2%,6%,i
COc1cc(C(=O)NNC(=S)NC(=O)c2ccccc2C)cc(OC)c1OC,-25%,-9%,-1.7%,-1.7%,-27%,-19%,0.5%,21%,i
Cc1ccc(C)c(C(=O)CSc2nnnn2C(C)C)c1,0%,-1%,-6.4%,-0.8%,-6%,-4%,0.5%,1%,i
CC(NC(=O)/C=C/c1cnc2ccccc2n1)C12CC3CC(CC(C3)C1)C2 (stereo unspecified),9%,-2%,-4.7%,12%,0%,5%,4.0%,-4%,i
Cc1ccc(Cl)cc1N1CCN(C(=O)c2cccc3c(=O)c(C)c(-c4ccccc4)oc23)CC1,-1%,2%,3.0%,u,15%,1%,-0.4%,2%,i
Cc1c(N2C(=O)C3C4C=CC(C5CC45)C3C2=O)c(=O)n(-c2ccccc2)n1C (stereo unspecified),x,1%,x,0.5%,-11%,1%,x,0%,i
O=C(CC12CC3CC(CC(C3)C1)C2)NCC(=O)N1CCCC1,12%,1%,0.6%,-0.3%,-5%,5%,-0.5%,8%,i
NC(=O)c1nsc(C(=O)N(CCc2ccccc2)C(C(=O)NC2CCCC2)c2ccco2)c1N (stereo unspecified),-2%,2%,-5.0%,-0.3%,10%,7%,-1.7%,4%,i
Nc1ccc(N2CCCCC2)c(Cl)c1,3%,0%,-5.0%,0.2%,6%,4%,1.1%,0%,i
CC(=O)N(C(C)=O)n1c(/C=C/c2ccc([N+](=O)[O-])cc2)nc2ccccc2c1=O,0%,-1%,-7.7%,-0.4%,2%,3%,11%,4%,i
O=C(c1noc2c1CCCC2)N1CCN(c2ccc(F)cc2)CC1,-1%,-2%,-24%,-0.3%,6%,5%,-1.2%,-9%,i
CC(=O)Nc1cccc(C(=O)OCc2ccc(C(=O)Oc3ccc(Cl)cc3)cc2)c1,4%,-2%,-0.3%,-0.1%,6%,-2%,-1.3%,-6%,i
Cn1c(SCC(=O)c2ccc(F)cc2)nnc1-c1cccnc1,1%,2%,-3.0%,0.2%,-10%,-3%,-1.0%,-2%,i
COc1ccccc1C1(O)CCN(CC(=O)Nc2nc(-c3ccccc3)cs2)CC1,9%,5%,-1.1%,-1.4%,x,x,3.5%,x,i
Cc1cc2nc(-c3ccc4c(c3)CCC4)ccn2n1,35%,2%,-13%,-0.6%,-5%,5%,0.8%,3%,i
O=C(COC(=O)CCc1ccc(S(=O)(=O)N2CCOCC2)cc1)NCc1ccccc1Cl,-2%,2%,-0.7%,-0.1%,0%,-3%,1.0%,2%,i
Cn1c(SCC(=O)c2ccccc2)nnc1C1COc2ccccc2O1 (stereo unspecified),x,1%,x,-0.3%,-10%,9%,x,1%,i

# Record cards (already shown):
# `Nc1ccc(N2CCCCC2)c(Cl)c1` is listed with PMI inhibition: 3%; Siah-1 displacement: 0%; XIAP displacement: -5.0%; West Nile virus CPE: 0.2%; PhoP inhibition: 6%; M1AAP inhibition: 4%; CSM14.1 death rescue: 1.1%; P. falciparum M17LAP: 0%; Yfh1-off respiration: i
# `Cc1ccc(Cl)cc1N1CCN(C(=O)c2cccc3c(=O)c(C)c(-c4ccccc4)oc23)CC1` is listed with PMI inhibition: -1%; Siah-1 displacement: 2%; XIAP displacement: 3.0%; West Nile virus CPE: u; PhoP inhibition: 15%; M1AAP inhibition: 1%; CSM14.1 death rescue: -0.4%; P. falciparum M17LAP: 2%; Yfh1-off respiration: i

# More results follow.
SMILES,PMI inhibition,Siah-1 displacement,XIAP displacement,West Nile virus CPE,PhoP inhibition,M1AAP inhibition,CSM14.1 death rescue,P. falciparum M17LAP,Yfh1-off respiration
Cc1ccc(Sc2c(C)nn(C(=O)C3CC3)c2C)cc1,-3%,-1%,-3.5%,-0.5%,-1%,3%,-0.9%,5%,i
COc1ccc(OCCCC(=O)Nc2nccs2)cc1,x,0%,x,0.1%,0%,-4%,x,-3%,i
O=C(O)c1cc(-c2cccc([N+](=O)[O-])c2)nc2ccccc12,x,3%,x,0.2%,-9%,0%,x,27%,i
O=C(NCc1ccc(N2CCCC2=O)cc1)Nc1cccc2ccccc12,-3%,1%,-1.1%,0.1%,1%,1%,-1.3%,-2%,i
CC(C)(C)C1CCC(=NNC(=O)c2ccc(Br)o2)CC1 (stereo unspecified),-11%,2%,-4.3%,0.6%,-11%,2%,-0.5%,13%,i
O=C1CN(Cc2ccccc2)C(=NCc2ccco2)S1,-28%,10%,0.7%,-0.1%,4%,10%,-2.6%,11%,i
N/C(=N\c1nc(CSc2nnnn2-c2ccccc2)cc(=O)[nH]1)Nc1ccccc1,4%,20%,-2.5%,0.0%,6%,-4%,-0.3%,10%,i
CC(C)C12CN(C(=O)c3ccccc3[N+](=O)[O-])CC(C(C)C)(CN(C(=O)c3ccccc3[N+](=O)[O-])C1)C2=O,x,-1%,x,-0.5%,-3%,0%,x,1%,i
N#Cc1c(SCC(=O)O)nc(N2CCCCC2)c2c1CCCC2,2%,3%,-3.4%,-0.5%,-2%,2%,-2.6%,27%,x
Cc1nc(CC(=O)Nc2nc(-c3ccccc3)cs2)cs1,8%,4%,-5.3%,0.2%,21%,0%,1.4%,16%,i
O=C(c1ccccc1)N1N=C(c2ccco2)CC1c1cccs1 (stereo unspecified),6%,15%,-3.7%,-0.4%,9%,1%,18%,0%,i
COc1cc(C(=O)N[C@H](C(=O)NC2CCCCCC2)C(C)C)cc(OC)c1OC,-6%,0%,-5.2%,-0.9%,-1%,13%,-0.9%,4%,i
O=C(Cc1ccccc1)NC1CCS(=O)(=O)C1 (stereo unspecified),0%,3%,-5.8%,0.7%,10%,0%,-1.0%,-6%,i
O=C(NCc1ccco1)c1ccc(Cl)nc1,x,38%,x,0.3%,-8%,-2%,x,-1%,i
Cc1cc(C)cc(NC(=O)CN(c2ccc(F)cc2)S(C)(=O)=O)c1,1%,-1%,-6.7%,-0.6%,1%,-1%,-1.0%,10%,i
C/[N+]([O-])=C1\Cc2ccccc2C1=O,2%,-1%,-5.2%,-0.1%,16%,2%,-0.7%,-3%,i
COc1cc(-c2nc(Cc3c(F)cccc3Cl)no2)cc(OC)c1OC,-2%,-2%,-2.1%,-0.6%,x,x,3.1%,x,i
O=C(Nc1ccc2ccccc2c1)/C(=C/c1cccc(Br)c1)NC(=O)c1ccco1,18%,4%,-1.6%,-0.3%,3%,2%,7.2%,-8%,i
O=C(/C=C/c1cccc([N+](=O)[O-])c1)NCc1ccccc1,-4%,2%,-4.2%,0.5%,-8%,-3%,1.6%,3%,i
CCCCNC(=O)C1CCN(Cc2ccccn2)CC1,12%,2%,-1.3%,1.4%,-5%,-5%,3.5%,7%,i
CCOC(=O)c1ccc(NC(=O)c2cc(=O)[nH]c3ccccc23)cc1,9%,1%,-6.5%,-0.4%,-11%,2%,0.7%,-2%,i
Cc1c(Cl)cccc1N=Cc1ccc([N+](=O)[O-])s1,3%,-3%,-2.0%,-2.8%,-4%,11%,-0.1%,-13%,i
